MCF10A rerep: DNA re-replication induction in MCF 10a cells | hit rate 2.9% among 350,000 | MCF 10A DNA re-replication, Hoechst nuclear intensity, 48 h | Potency, µM (top dose mostly 46.1 µM), for the others: at the top dose activity, positive = re-replication, usual class: activators | AID 624296; note: potency is the fitted concentration of half-maximal effect; % of control where 0% means no effect; nearly all actives have a fitted effect of over 50% in size
SW480 rerep: induces DNA re-replication in SW480 colon adenocarcinoma cells | SW480 DNA re-replication, Hoechst DNA content imaging, 48 h | Potency, µM (series often up to 46.1 µM), inactives show at the top dose re-replication activation, actives largely listed as activators | hit rate 1.8% among 340,000; note: potency is the fitted concentration of half-maximal effect; % of control where 0% means no effect; nearly all actives have a fitted effect of over 55% in size
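Per well, 250 cells were exposed to pinned compound for 48 hr. Nuclear DNA was visualised with Hoechst (40 min, 37 C) and total object intensity recorded by fluorescence scanning.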
WRN inhibitor: WRN helicase (human) inhibition; AID 651768; hit rate 0.46% among 360,000; Q14191; Potency, µM (series often up to 114 µM), for inactives: at the highest dose activity change, negative = inhibition, hits mostly inhibitors; WRN helicase unwinding, fluorescent forked duplex, kinetic; note: potency is the fitted concentration of half-maximal effect; % is set by controls: 0 for no effect and ±100 for the full control effect; nearly all actives have a fitted effect of over 55% in size
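WRN at 20 nM final preincubated with compound 15 min at room temperature; reaction started with 100 nM fluorophore/quencher forked duplex oligonucleotide and 2 mM ATP final. Unwinding followed kinetically by red fluorescence (ex 525, em 598 nm).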
HT1080NT lethal: kills 2HG-producing HT-1080-NT fibrosarcoma cells; HT-1080-NT fibrosarcoma viability, CellTiter-Glo ATP luminescence, 48 h; Potency, µM (series often up to 46.1 µM), for the others: at the top dose activity, negative = less viability, usual class: cytotoxic; hit rate 1.6% among 360,000; AID 686970;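 note: NT is the 2HG producing partner of a matched IDH1 knockdown line; potency is the fitted concentration of half-maximal effect; 0% = DMSO-treated cells and -100% = media-only wells without cells; nearly all actives have a fitted effect of over 55% in size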
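Viability of the 2HG-overproducing fibrosarcoma line after 48 hours of compound exposure at 37 degrees C was determined by luminescence with CellTiter-Glo, and concentration-effect curves were then fitted and categorized.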
KB-3-1 cytotox: KB-3-1 parental cell cytotoxicity. Potency, µM (series often up to 46.1 µM), without a hit: at the top dose activity change, negative = cytotoxic, hits mostly cytotoxic. AID 1347075. hit rate 1.4% among 400,000. KB-3-1 viability, CellTiter-Glo ATP luminescence, 72 h; note: potency is the fitted concentration of half-maximal effect; % is set by controls: 0 for no effect and ±100 for the full control effect; nearly all actives have a fitted effect of over 60% in size
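Parental KB-3-1 adenocarcinoma cells in phenol-red-free DMEM with 10% FBS were pin-treated with compounds at several concentrations, incubated 72 h at 37 °C, and viability read by CellTiter-Glo luminescence; concentration-effect curves were fitted after normalization.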
IL1B secr inh: blocks inflammasome-driven IL-1 beta release. THP-1 LPS/ATP IL-1B secretion, AlphaLISA, 16 h; stronger effect = lower value. activity change, % at 57.5 µM. hit rate 4.7% among 360,000. AID 743279; in the data active = activity change below about -50%; inconclusive = mostly about -30% to -49%; note: % is set by controls: 0 for no effect and ±100 for the full control effect
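Secreted IL-1B measured by AlphaLISA bead assay after 16 h compound exposure of THP-1 cells; compounds (final up to 57.5 uM) added 1 h before LPS (250 ng/mL) and ATP (1.25 mM) stimulation; lower signal means less secretion.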
KB-V1 cytotox: kills drug-selected multidrug resistant KB-V1 cells. KB-V1 MDR cells viability, CellTiter-Glo, 72 h. Potency, µM (top dose mostly 46.1 µM), for inactives: at the highest dose activity change, negative = cytotoxicity, usual class: cytotoxic. hit rate 3.4% among 400,000. AID 1347076; note: potency is the fitted concentration of half-maximal effect; % is set by controls: 0 for no effect and ±100 for the full control effect; nearly all actives have a fitted effect of over 60% in size
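Drug-selected KB-V1 cells, grown in DMEM lacking phenol red with 10% FBS, receive compound titrations; after three days at 37 degrees C, surviving cell ATP is quantified by CellTiter-Glo luminescence and responses normalized and curve-fitted.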
ATXN2 expr inh: inhibitors of ATXN2 expression; HEK-293 ATXN2-luciferase reporter, luminescence, 24 h; Potency, µM (highest dose often 57 µM), for the others: at the highest dose activity change, negative = inhibition, usual class: inhibitors; hit rate 0.72% among 360,000; note: potency is the fitted concentration of half-maximal effect; % is set by controls: 0 for no effect and ±100 for the full control effect; nearly all actives have a fitted effect of over 55% in size
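qHTS (up to 57 uM final) was run with 24 h compound exposure of reporter cells at 37 °C. Each well was multiplexed: SteadyGlo luminescence measured ATXN2-luciferase expression after a fluorogenic Gly-Phe-AFC viability readout (25 uM final).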
HT1080 IDH1KD tx: HT-1080 IDH1 knockdown cell toxicity (counter line); HT-1080 IDH1 knockdown viability, ATP luminescence, 48 h; Potency, µM (series often up to 46.1 µM), without a hit: at the highest dose activity, negative = toxicity, most hits filed as cytotoxic; hit rate 2% among 360,000;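 note: potency is the fitted concentration of half-maximal effect; 0% = DMSO wells and -100% = cell-free medium wells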
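IDH1KD HT-1080 cells, 750/well, RPMI + 5% FBS; compound pinned after 2 h settling; 48 h, 37 °C; CellTiter-Glo luminescence; % activity normalised to DMSO and no-cell wells; curves fitted, classed by r2 and efficacy.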
Starred values were filed as active, the others as inactive; ? = inconclusive; nt = not tested or not shown; & = joins results of further samples; [ ] = another dose, or the depositor's remark. Unless noted, calls come from the whole dose curve; as a rule, active = well fitted curve in the direction sought with a large enough effect; inconclusive = small, poorly fitted or top-dose-only effect, or another doubt; inactive = no such curve, though single readings can be large; an effect the other way counts as inactive or inconclusive. Hits appear at their usual frequency; 12% or so of the library scored in one or more.

SMILES | MCF10A rerep | SW480 rerep | WRN inhibitor | HT1080NT lethal | KB-3-1 cytotox | IL1B secr inh | KB-V1 cytotox | ATXN2 expr inh | HT1080 IDH1KD tx
CCOC(=O)C1CCN(C(=O)c2cc(COc3ccc(F)cc3F)on2)CC1 | 1% | 3% | -1% | 5% | 13% | 0 | -5% | 67%[activator] | 4%
CCOC(=O)c1c(-c2ccc(-c3ccccc3)cc2)csc1NC(=O)CNCCN(C)C | 17% | ? | 7% | 9.2µM* | ? | -104* | ? | ? | 9.2µM*
CN(C)CCNC(=O)c1c(CSc2ccccc2)noc1C(=O)NCc1ccccc1 | 31% | -14% | -2% | -17% | 4% | -12 | -10% | -3% | -15%
CCC1CCCCN1C(=O)c1ccc(OC2CCN(C(=O)C3CC3)CC2)cc1 (stereo not drawn) | -21% | -86%[inhibitor] | 6% | -2% | -4% | 38 | -7% | -1% | -1%
Cc1cc(/C=C2\SC(N)=NC2=O)c(C)n1-c1ccccc1 | 3% | 2% | 4% | -2% | -10% | -3 | -1% | 29% | 0%
CC1CCCN(C(=O)Cn2nnc(-c3ccc(N(C)C)cc3)n2)C1 (stereo not drawn) | 6% | -3% | 9% | 2% | 2% | 8 | -10% | nt | -1%
CCN(CC)c1ccc(C=NNc2ccc([N+](=O)[O-])cn2)cc1 | -13% | ? | -22% | -25% | -11% | 7 | -3% | 25% | -20%
CCC(C(=O)N1CCN(C(=O)c2ccco2)CC1)c1ccccc1 (stereo not drawn) | 0% | 3% | 0% | 14% | 14% | 2 | ? | 13% | 18%
CCOC(=O)c1ccoc1CSCc1ccc(C(=O)OC)o1 | ? | -12% | -25% | 13% | 1% | 2 | 2% | -16% | 14%
CC(C)(C)OC(=O)N[C@H](C(=O)OC(C)(C)C)c1ccc(C(F)(F)F)cc1 | 1% | 5% | -26% | -6% | 0% | 24 | 10% | -1% | 2%
CCCCCCCCCc1nc(N)n[nH]1 | 12% | 0% | -21% | -3% | -5% | -2 | -20% | 6% | -4%
CC(C)(C)OC(=O)NC(CNCc1ccccc1)Cc1ccccc1 (stereo not drawn) | ? | ? | -3% | -3% | -1% | -7 | -1% | -4% | -1%
Cc1nn(-c2ccc(Cl)cc2Cl)c(=O)c2ccccc12 | -16% | 1% | -24% | -13% | -5% | 3 | -1% | 1% | 0%
S=C(NCCc1ccccc1)N1CCN(Cc2ccc(Cl)c(Cl)c2)CC1 | -1% | 13% | 4% | -17% | ? | -16 | -1% | -33% | -4%
CC(Oc1cc2oc(=O)c3c(c2cc1Cl)CCC3)C(=O)NCCCN1CCOCC1 (stereo not drawn) | 3% | -5% | 6% | 7% | -2% | 20 | -14% | 6% | 8%
CCOC(=O)C1CCCN(C(=O)c2cc(-c3ccc(C)cc3)nc3ccccc23)C1 (stereo not drawn) | ? | -1% | -7% | -13% | -3% | 36 | 12µM* | 21% | -1%
CCOc1cc2[nH]c(=S)n(Cc3ccc(C(=O)NCCCN(CC)CC)cc3)c(=O)c2cc1OCC | ? | ? | -1% | ? | -2% | 57 | ? | -16% | ?
O=C(COc1cccc(C(F)(F)F)c1)NCC(c1ccco1)N1CCCCC1 (stereo not drawn) | ? | -380%[inhibitor] | 0% | -22% | -1% | ? | -8% | 4% | -4%
Cc1ccc(NC(=O)CN2CCOCC2)cc1S(=O)(=O)N1CCCCC1 | 10% | -1% | -8% | 1% | 0% | 11 | -2% | -6% | -18%
O=C(CCN1C(=O)c2ccccc2C1=O)Nc1cc(F)ccc1F | 8% | 0%[9.22 µM] | -7% | 26% | 5% | -29 | 19% | 1% | 11%
COc1ccc(/C=C2/S/C(=N/N=C3\CC4CCC3(C)C4(C)C)NC2=O)cc1 (stereo not drawn) | ? | -3% | -4% | -5% | 0% | -18 | -8% | -16% | -2%[9.24 µM]
CC(C)(C)NC(=O)C(c1ccco1)N(C(=O)c1csnn1)c1ccccc1 (stereo not drawn) | 5% | 2% | -8% | -3% | 1% | 17 | 15µM* | 0% | 9%
Cc1ccc(NC(=O)CC2NCCNC2=O)cc1 (stereo not drawn) | 3% | 0% | 2% | 11% | 16% | 12 | ? | 12% | 3%
CCCC(C(=O)O)N1C(=O)/C(=C2\C(=O)N(C)c3ccccc32)SC1=S (stereo not drawn) | 17% | -4% | -20% | 6% | -10% | 30 | -2% | -6% | 8%
COC(=O)c1nn(-c2ccc(OC)cc2)c(=O)cc1O | -1% | 9% | -4% | 2% | 5% | 15 | 14% | 8% | 0%

(cont.)
SMILES | MCF10A rerep | SW480 rerep | WRN inhibitor | HT1080NT lethal | KB-3-1 cytotox | IL1B secr inh | KB-V1 cytotox | ATXN2 expr inh | HT1080 IDH1KD tx
COc1ccccc1NC(=O)CSc1nnc(-c2ccccn2)n1Cc1ccco1 | -182%[0.0737 µM] | ? | -4% | 2% | -11% | -23 | ? | -8% | -3%
Cc1ccccc1N1CCN(C2CCCN(C(=O)c3noc4c3CCCC4)C2)CC1 (stereo not drawn) | ? | 10% | -27% | -8% | nt | -6 | nt | -21% | -13%
Brc1ccc(Cn2c(-c3cncs3)nc3ccccc32)cc1 | 4% | 1% | -7% | 19% | -20% | -3 | 16µM* | 32%[activator] | 0%
COc1ccc(NC(=O)C(c2ccc(C)cc2)N(C)C(=O)Cc2cccs2)cc1 (stereo not drawn) | 6% | 1% | -8% | -2% | -14%&2% | -16 | ? | 14%&9% | 4%
Cc1nn(-c2ccccc2)c(C)c1/C=C/C(=O)OCC(=O)NC1CCS(=O)(=O)C1 (stereo not drawn) | -1% | -10% | 2% | 17% | ? | 31 | ? | 9% | 1%
O=C(O)c1cccc(NC(=O)c2cn(-c3ccccc3)nc2-c2ccc([N+](=O)[O-])cc2)c1 | 14% | -2% | -10% | -4% | 4% | 19 | 16% | -17% | 1%
COc1ccc(C2NC(=S)NC(C)=C2C(=O)c2ccccc2)cc1OC (stereo not drawn) | ? | 23µM* | 14% | 2% | ? | -8 | 13µM* | -7% | 8%
CCNC(=O)C1CCCN(C(=O)c2cc(F)cc(F)c2)CC1 (stereo not drawn) | nt | nt | 6% | ? | 0% | 11 | 5% | 11% | 9%
Cc1cc(Cl)ccc1NC(=S)NC1CCCC1 | 1% | 0% | 8% | 5% | -6% | -9 | -3% | 12% | 5%
CC1(C(=O)Nc2ccc(F)cc2F)CCN1C(=O)CCC1CCCC1 (stereo not drawn) | nt | nt | 8%[57.1 µM] | ? | 14% | 0 | ? | 0% | 2%
CCCCNC(=O)C1(C)CCCCN1C(=O)c1csnn1 (stereo not drawn) | nt | nt | -1% | 15% | 0% | 15 | 1% | 6% | 25%
CC(=O)N/C(=C/c1ccc2c(c1)OCO2)C(=O)NCc1ccccc1 | 0% | -10% | -3% | 17% | 7% | 11 | 2% | -15% | 27%
O=C(CN1C(=O)CSC1=O)Nc1ccc2c(c1)OCCO2 | -1% | -3% | -1% | 2% | -4% | 24 | 18% | -2% | 7%
O=P(O)(CP(=O)(c1ccccc1)c1ccccc1)c1ccccc1O | -3% | -9% | -4% | 8% | 1% | -5 | -4% | 11% | 11%
C=CCN1C(=O)C(O)(CC(=O)c2c(C)n[nH]c2C)c2cc(Br)ccc21 (stereo not drawn) | 1% | -3% | 15% | -2% | 1% | 22 | 0% | 13% | 1%
Cc1cc(NCCNC2=CC(=O)CCC2)nc2ccccc12 | -4% | -5% | 6% | 7% | 16% | 20 | -3% | 5% | 4%
CCn1c(SCC(=O)N2CCN(c3ccc(F)cc3)CC2)nc2ccccc2c1=O | -14% | -6% | -3% | -6% | -12% | -2 | ? | -24% | 0%
COC(=O)c1cc(S(=O)(=O)n2nc(C)c(Br)c2C)c(Cl)cc1Cl | ? | 17% | -6% | ? | 29% | -85* | 17% | -28% | ?
O=C(Cn1c(=O)n(CCc2c[nH]c3ccccc23)c(=O)c2cccnc21)Nc1ccccc1F | -7% | 9% | -1% | 3% | -10% | -7 | -8% | 5% | -1%
CCC(C)NC(=O)c1cc(Cl)c(NC(=O)C2=C(C)OCCS2)cc1OC (stereo not drawn) | 1% | -14% | 0%[57.1 µM] | -9% | ? | -8 | -1% | 22% | -18%
Cc1cc(C(=O)NNc2ccccc2F)no1 | 9.2µM* | 18% | 2% | 5.2µM* | 0% | 3 | 30% | -32% | 2.6µM*
CCC1(OC(=O)CN(C)C)C(=O)OCc2c1cc1n(c2=O)Cc2cc3c(N)cccc3nc2-1 (stereo not drawn) | 18% | ? | ? | 7.3µM* | ? | -97* | 2.9µM* | ? | 7.3µM*
O=C(COc1ccc(Cl)cc1)Nc1ccc(C(=O)NCc2cccnc2)cc1 | 372%[0.0737 µM] | -8% | 11% | ? | ? | 0 | ? | -32% | ?
O=C(NCCCn1ccnc1)C(=O)NCC1OCCN1S(=O)(=O)c1ccc(F)cc1 (stereo not drawn) | 11% | 1% | -12% | 8% | 12% | -4 | -14% | 0% | 7%

Given with two lines to a compound: part of the list above.
The line under a structure holds: MCF10A rerep, SW480 rerep, WRN inhibitor, HT1080NT lethal, KB-3-1 cytotox, IL1B secr inh, KB-V1 cytotox, ATXN2 expr inh, HT1080 IDH1KD tx
> Cc1nn(-c2ccc(Cl)cc2Cl)c(=O)c2ccccc12
 : -16%, 1%, -24%, -13%, -5%, 3, -1%, 1%, 0%
> S=C(NCCc1ccccc1)N1CCN(Cc2ccc(Cl)c(Cl)c2)CC1
 : -1%, 13%, 4%, -17%, ?, -16, -1%, -33%, -4%
> CC(Oc1cc2oc(=O)c3c(c2cc1Cl)CCC3)C(=O)NCCCN1CCOCC1 (stereo not drawn)
 : 3%, -5%, 6%, 7%, -2%, 20, -14%, 6%, 8%
